# CHO-K1 Ca antag: nonselective inhibitor or artifact in parental CHO-K1 cells; ATP-induced calcium, Fluo-8 fluorescence; inhibition, % at 3 µM; 360,000 compounds, 0.6% hits;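 active = inhibition above a per-plate cutoff, the plate's mean sample inhibition plus 3 SD, cut at about 24% in these data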;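 also: 0% = DMSO plus EC80 ATP and 100% = DMSO alone without ATP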
# CHO parental Ca: signal in parental CHO cells, OX1R antagonist counter-screen | parental CHO-K1, ATP-induced calcium, Fluo-8 fluorescence | inhibition, % at 5.6 µM | 330,000 compounds, 0.63% hits;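 active = inhibition above that plate's mean sample inhibition plus 3 SD, cut at about 26% in these data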;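 also: 0% = ATP-challenged DMSO wells and 100% = DMSO wells without ATP; some compounds past the cut are filed as inactive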
#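 Material: Parental CHO cells | Reagent: ATP | Compound dosing: Single nominal dose of 5.6 µM per compound | Detection: Intracellular calcium via Fluo-8 no-wash fluorescent dye | Read-out: % inhibition of ATP-induced calcium mobilization | Benchmarks: Low control ATP plus DMSO, high control DMSO only | Replicates: Singlicate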
# OXTR ag: activates the human oxytocin receptor; P30559; CHO-OTR cells, Fluo-8 calcium fluorescence; normalized: DMSO 0%, oxytocin 100%; activation, % at 3 µM; 320,000 compounds, 0.32% hits;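 active = activation above the mean of all tested compounds plus 3 SD, cutoff set per screening run, cut at about 20% in these data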;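 also: peak over basal fluorescence ratio from a 100 s FLIPR kinetic read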
# CHO-K1 Ca ag: M1 agonist counterscreen hit in parental CHO-K1 cells | 360,000 compounds, 0.48% hits | Fluo-8 calcium fluorescence; scaled to maximal ATP response, vehicle zero | activation, % at 3 µM; in the data active = activation above about 15%;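 also: untransfected CHO-K1 host cells lacking M1 receptor as counterscreen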
# OXTR potentiator: potentiators of human oxytocin receptor. CHO-OTR cells, Fluo-8 calcium fluorescence, potentiator mode; 0% = oxytocin EC15, 100% = EC100. activation, % at 3 µM. 320,000 compounds, 0.061% hits;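 active = activation above that plate's cutoff, the mean activation of tested compounds plus 3 SD, cut at about 6.6% in these data, passing the limit was not always enough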;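 also: 100% uses oxytocin at 75 nM as the full agonist control; some results filed as inactive read as strong as hits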
#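 System: human OTR in CHO cells; Also added: sub-maximal oxytocin, roughly EC15; Timing: compound 6 min at room temperature before oxytocin, 100 s read; Technique: Fluo-8 intracellular calcium fluorescence, ex 470-495, em 515-575 nm; Controls: oxytocin EC15 low and EC100 high; Replication: singlicate.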
# GPR7 antag: human neuropeptides B/W receptor 1 antagonism; P48145; GPR7-expressing cells, fluorescence antagonist assay; inhibition, % at 4.4 µM; 290,000 compounds, 1.1% hits; AID 1861; in the data active = inhibition above about 16%, passing the limit was not always enough;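 also: cells stimulated with the agonist NPW; 0% = agonist with vehicle and 100% = vehicle without agonist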
# Target sequence (P48145 whole entry, looked up): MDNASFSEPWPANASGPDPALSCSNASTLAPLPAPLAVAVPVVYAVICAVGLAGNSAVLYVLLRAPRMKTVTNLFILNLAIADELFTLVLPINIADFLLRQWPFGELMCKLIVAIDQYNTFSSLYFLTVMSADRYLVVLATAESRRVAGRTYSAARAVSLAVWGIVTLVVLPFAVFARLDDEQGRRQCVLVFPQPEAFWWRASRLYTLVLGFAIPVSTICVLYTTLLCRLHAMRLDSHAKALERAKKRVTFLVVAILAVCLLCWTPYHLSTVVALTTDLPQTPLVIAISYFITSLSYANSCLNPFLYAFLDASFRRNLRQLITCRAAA
# M1 PAM parental: M1 PAM counterscreen hit in parental CHO-K1 cells; ATP EC20, Fluo-8 calcium fluorescence; 0% at ATP EC20, 100% at ATP max; activation, % at 3 µM; 360,000 compounds, 0.02% hits;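 active = activation above the run cutoff, the mean activation of all test compounds plus 3 SD, cut at about 40% in these data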;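 also: peak over basal fluorescence ratio in a 140 s read after ATP addition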
# V1R ag counter: V1a receptor agonism, counter-screen for OXTR agonists; P37288; CHO-V1R cells, Fluo-8 calcium fluorescence, agonist mode; 0% DMSO, 100% 3 nM vasopressin; activation, % at 3 µM; 320,000 compounds, 0.25% hits; AID 2797;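 active = activation above the mean activation of all tested compounds plus 3 SD, per screening run, cut at about 20% in these data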;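 also: signal is peak over basal fluorescence ratio across a 100 second FLIPR read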
# Target sequence (P37288 whole entry, looked up): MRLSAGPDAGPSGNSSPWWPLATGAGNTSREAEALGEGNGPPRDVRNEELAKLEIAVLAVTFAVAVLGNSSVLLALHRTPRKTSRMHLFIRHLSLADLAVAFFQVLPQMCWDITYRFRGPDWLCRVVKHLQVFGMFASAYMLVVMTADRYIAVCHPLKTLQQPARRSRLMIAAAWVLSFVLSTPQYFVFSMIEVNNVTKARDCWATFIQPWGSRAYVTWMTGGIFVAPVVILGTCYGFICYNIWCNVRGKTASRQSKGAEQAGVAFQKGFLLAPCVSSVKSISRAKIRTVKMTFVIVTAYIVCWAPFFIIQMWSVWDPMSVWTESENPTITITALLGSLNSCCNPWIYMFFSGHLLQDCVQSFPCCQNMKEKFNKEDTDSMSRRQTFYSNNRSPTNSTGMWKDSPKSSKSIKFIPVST
# TAAR1 antagonist: antagonists of human TAAR1. CHO RD-HGA16 TAAR1, Fluo-8 calcium fluorescence, antagonist. inhibition, % at 3 µM. 360,000 compounds, 1.5% hits. AID 624466;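 active = inhibition above a per-plate cutoff, the mean inhibition of test compounds on that plate plus 3 SD, cut at about 49% in these data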;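 also: 0% = DMSO plus EC80 beta-PEA response and 100% = DMSO alone without agonist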
# Target sequence (Q96RJ0 whole entry, looked up): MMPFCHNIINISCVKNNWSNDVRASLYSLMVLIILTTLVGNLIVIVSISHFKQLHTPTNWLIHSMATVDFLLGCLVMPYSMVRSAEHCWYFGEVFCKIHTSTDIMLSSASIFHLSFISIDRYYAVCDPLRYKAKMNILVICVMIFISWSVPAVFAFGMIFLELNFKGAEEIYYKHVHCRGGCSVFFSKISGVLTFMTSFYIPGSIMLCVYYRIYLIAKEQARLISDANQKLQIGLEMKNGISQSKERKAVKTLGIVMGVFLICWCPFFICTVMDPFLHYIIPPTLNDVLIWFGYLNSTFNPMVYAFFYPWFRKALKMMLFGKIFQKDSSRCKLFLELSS
#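 Test system: RD-HGA16 CHO cells with stable hTAAR1 and Gα16 / Probe or stimulus: EC80 β-phenethylamine stimulus / Times: seeding 17-24 h prior, 75-min 37 °C, 30-min RT dye loading / Detection: Fluo-8 calcium-sensitive fluorescence / Read-out basis: % inhibition scaled between DMSO and EC80 PEA controls / Repeats: singlicate, one well per test compound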
# Active calls of the source: *; / = not tested or not shown. Outcome played no part in choosing rows; 3.5% or so of the library scored in one or more.
# Every second line gives: CHO-K1 Ca antag	CHO parental Ca	OXTR ag	CHO-K1 Ca ag	OXTR potentiator	GPR7 antag	M1 PAM parental	V1R ag counter	TAAR1 antagonist
O=c1[nH]cc(F)c(=O)n1C1OC(CO)C(O)C1O (stereo not drawn)
    -20	/	/	1.4	/	/	6	/	-7
O=c1[nH]c(CN2CCN(C/C=C/c3ccccc3)CC2)nc2cc(Cl)ccc12
    -15	-13	8.7	4.1	-10	-4	23	7.1	6
O=S(=O)(c1cccs1)N1CCc2ccccc21
    -17	-24	-2.4	0.2	3	4	13	0.1	12
COc1ccccc1NC(=O)Cn1c(=O)n(C)c(=O)c2sc3c(c21)COC(C)(C)C3
    11	-1	-0.2	0.4	0	3	-29	1.5	-25
CC(C)C(=O)Nc1sc2c(c1C#N)CCCCC2
    -28	-16	-0.3	0.3	-13	-5	15	-1.3	-2
CCNC(=O)C1(C)CCN(C(=O)c2cccc(C#N)c2)C1 (stereo not drawn)
    -14	/	/	1.7	/	/	19	/	0
Nc1ccc(C(=O)c2cccs2)cc1[N+](=O)[O-]
    -8	-2	-2.1	0.1	-17	9	13	-0.9	-2
CCCOc1ccc(C(=O)CCC(=O)OCC(=O)N2CCN(S(=O)(=O)c3ccc(C)cc3C)CC2)cc1
    -1	/	/	12	/	/	-9	/	22
O=C(NC1CCCCC1)c1ccc2c(=O)n(CC3CCCO3)c(=O)[nH]c2c1 (stereo not drawn)
    -10	-7	-0.6	0.4	-11	-3	5	-0.1	-1
COc1cccc2cc(C(=O)OCC(=O)NC3CCCC(C)C3C)c(=O)oc12 (stereo not drawn)
    -10	-6	-1.2	0.3	1	/	3	-0.4	-1
COc1ccc(C2CC(=O)Nc3cc(OC)c(OC)cc32)cc1Br (stereo not drawn)
    11	/	/	0.0	/	-15	-8	/	14
COc1cc(C(=O)N2CCc3ccccc32)c([N+](=O)[O-])cc1OC
    -3	-10	0.1	0.4	-1	-13	-6	1.8	7
Cc1ccc(-c2nnn(CC(=O)N(Cc3ccco3)C(C(=O)NC(C)(C)C)c3cccs3)n2)o1 (stereo not drawn)
    -12	-21	-2.7	1.3	0	8	18	-1.6	22
O=C(COC(=O)CCC1CCCC1)Nc1cccc(S(=O)(=O)N2CCOCC2)c1
    -9	-1	0.7	0.3	-10	/	5	2.5	0
CC1CCCCC1NC(=O)COC(=O)c1ccc(S(=O)(=O)NCc2ccco2)cc1 (stereo not drawn)
    16	9	1.1	0.8	-5	13	-7	0.2	12
Cc1ccc(S(=O)(=O)N2CCCCCC2)cc1C(=O)Nc1cccnc1
    3	-19	0.2	2.1	-3	-11	-6	2.4	-23
Cc1ccc(S(=O)(=O)NNc2nc3ccccc3nc2C(F)(F)F)cc1
    -9	-7	0.3	0.8	2	8	18	-0.6	3
CN1CCN(c2ccc([N+](=O)[O-])cc2/C=N/NC(=O)c2cccc([N+](=O)[O-])c2)CC1
    /	-16	0.3	/	0	-3	/	1.1	-8
N#CCCN(Cc1ccccc1)C(=S)Nc1ccc(F)cc1
    -6	-10	-0.8	1.0	-12	-8	3	1.5	2
Cc1ccc(S(=O)(=O)N2CCOCC2)cc1NC(=O)Nc1ccc([N+](=O)[O-])cc1
    -8	-5	1.7	1.3	4	/	14	0.6	9
Nc1cc(=O)[nH]c(SCCSc2ccccc2F)n1
    -6	12	1.5	3.8	-13	7	2	6.4	0
COC(=O)[C@]12CCCCC=C1N(CCC1=CCCCC1)C(=O)[C@H](CC(=O)N1CCC(c3ccccc3)CC1)C2
    -15	/	/	0.3	/	/	1	/	7
CCN(CC(=O)NC(=O)NCc1ccco1)Cc1ccccc1
    -6	-21	0.4	0.6	-4	/	9	0.3	-10
CCCn1c(CN(C)Cc2ccccc2)nc2c1c(=O)n(C)c(=O)n2C
    4	-3	7.2	4.8	-20	-5	5	10	16
O=C(Oc1ccc(/C=N/Nc2ccccc2)cc1)c1ccccc1
    -8	-17	-0.3	-0.1	-13	13	11	-1.0	-10
Nc1ccc(-n2ccnc2)cc1
    -1	-16	1.4	0.2	-1	-11	4	1.7	10
C[C@@H]1CN([C@@H](C)CO)C(=O)c2c(c3ccccc3n2C)-c2ccccc2CO[C@H]1CN(C)C(=O)[C@H](C)c1ccccc1
    -6	/	/	-1.0	/	/	7	/	-25
CC(=O)Nc1cc(C)c2nc(NC(C)=O)sc2c1
    -5	-6	-0.5	-0.2	-5	5	1	-0.9	0
O=C(NCCc1ccccc1)c1ccc(S(=O)(=O)N2CCCCC2)cc1
    -17	/	/	3.0	/	/	16	/	-7
COc1ccc(-n2c(Cc3cccn3C)nnc2SCC(=O)Nc2ccc3c(c2)OCCO3)cc1
    -1	-16	-2.0	0.1	3	-11	15	-0.7	-65
CC(C)(C)S(=O)N1Cc2cc(CO)cc(CCO)c2[C@H]1CCO (stereo partly drawn)
    -13	/	/	0.9	/	/	21	/	-5
NC(=O)C1CCN(CC(=O)Nc2ccccc2N2CCOCC2)CC1
    -6	-1	1.6	0.5	5	-10	11	2.9	-12
COc1ccc(NCc2nnc(SCC(=O)Nc3ccccc3OC)o2)cc1
    -4	-8	0.4	0.2	-3	-2	9	0.0	1
Cn1c(/C=C/c2ccc(Br)cc2)nc2ccccc2c1=O
    -10	-13	-1.6	0.3	-2	-11	-6	-0.1	2
CCOCCn1c(COc2ccc(C)cc2)nc2ccccc21
    -1	-3	-2.4	9.2	-6	5	13	-1.0	-3
CS(=O)(=O)c1ccc(C(=O)NC2CCCCC2)cc1
    17	6	0.3	0.0	3	-7	-11	0.8	-9
CCS(=O)(=O)c1ccc2c(c1)NC(=O)C(CCO)O2 (stereo not drawn)
    -9	-10	0.8	1.3	-1	-10	13	-0.3	-3
COC(=O)c1ccc(-c2ccc(OC)c([C@H]3[C@H]4C=CC[C@@H](C)[C@@H]4C(=O)N3Cc3ccccc3)c2)cc1
    -10	-20	-0.3	0.1	-4	/	3	0.1	-17
COc1ccccc1CNC(=O)c1cccc(S(=O)(=O)N(C)c2ccccc2)c1
    -10	-2	1.4	5.0	-14	/	-6	3.5	15
Cc1cnc(CN(C)C(=O)c2ccc3oc(Cc4ccc(Cl)cc4)nc3c2)[nH]1
    -16	-18	2.0	2.9	-5	4	3	4.1	-6
CS(=O)(=O)N1CCN(C2Cc3ccccc3C2)CC1
    -8	-10	-0.4	0.9	-3	-3	26	0.0	-6
N#Cc1c(N)n(CCOC(=O)c2cccc([N+](=O)[O-])c2)c2nc3ccccc3nc12
    -6	-19	-0.1	0.6	-16	16	20	0.2	-6
CCC(=O)N1Cc2cc(C(=O)NCC(F)(F)F)nc(-c3cccc(-c4cncnc4)c3)c2[C@H]1CCO
    -13	/	/	-0.5	/	/	1	/	-8
CCOC(=O)/C(=C\c1ccc(OC(F)F)cc1)C1=Nn2c(nnc2-c2ccc(Cl)cc2)SC1
    20	-20	-1.2	-0.2	-7	2	-9	0.3	/
Cc1cc(C)cc(NC(=O)Nc2ccc3c(c2)CCC3)c1
    8	-8	-0.5	0.3	-7	-15	-17	-0.8	4
C=CCNC(=O)/C(=C\C=C\c1ccccc1)NC(=O)c1ccc(OCCCC)cc1
    -18	-22	-1.1	-0.1	-1	4	17	0.6	-3
CC1CC(C)CN(c2nc3c(c(=O)n(C)c(=O)n3C)n2CCSc2ncccn2)C1 (stereo not drawn)
    8	-7	0.5	0.1	-5	-5	-6	1.3	5
O=C(CN1CCN(C(=O)c2cc(C3CC3)nn2-c2ccccc2)CC1)Nc1ccc(F)cc1
    -5	/	/	1.0	/	/	26	/	-22
COc1ccccc1-c1csc(Nc2ccc(Oc3ccccc3)cc2)n1
    -8	/	/	0.6	/	/	0	/	6
CCCNC(=O)C1CCN(c2cc(-c3ccccc3)nc3ncnn23)CC1
    -20	-13	-1.6	1.2	-1	-10	19	-0.6	6
Cc1cccc2nc(C(=O)Nc3cccc(C(=O)NC4CC4)c3)cn12
    3	-13	-0.2	1.0	-5	/	-2	0.8	-16
COc1ccc(-n2c(SCC#N)nnc2-c2ccc(NS(=O)(=O)c3ccc(C)cc3)cc2)cc1
    17	9	0.4	0.7	-5	-9	6	2.1	/
COC(=O)/C(=C/Nc1cccc2ccccc12)[N+](=O)[O-]
    -9	-11	-0.3	2.1	3	-6	9	-0.1	-7
C=CCOC(=O)C1=C[C@@H](c2csc3ccccc23)C[C@@H](OCCCCO)O1
    -9	-4	-0.3	-0.7	-3	/	9	0.1	-26
O=C1NC2(CCCCCC2)C(=O)N1Cc1ccc(Br)cc1
    -10	-14	-0.9	0.5	-15	-6	-15	0.0	4
C#Cc1ccc([C@@H]2C=C(C(=O)NC3CC3)O[C@H](OCCCCO)C2)cc1
    -10	-14	0.0	-0.2	1	/	13	0.2	3
COc1ccc(CCn2c(N3CCN(Cc4ccccc4)CC3)nc3c2c(=O)[nH]c(=O)n3C)cc1
    5	-7	-0.5	0.0	-5	8	9	0.5	-12
COc1ccc(N2CCN(C(=O)Cc3cccs3)CC2)cc1
    -3	-1	-0.2	0.2	-15	5	2	5.2	-18
COc1ccc(S(=O)(=O)N2CCC(C(=O)Nc3ccc(S(=O)(=O)N4CCCC4)cc3)CC2)cc1OC
    0	24	1.4	1.1	-1	/	-2	0.5	-14
COc1ccc(Br)cc1/C=C/C(=O)OCC(=O)NCCc1ccc(S(N)(=O)=O)cc1
    -10	-29	2.7	2.3	8	/	15	1.1	19

# Other entries follow.
# Every second line gives: CHO-K1 Ca antag	CHO parental Ca	OXTR ag	CHO-K1 Ca ag	OXTR potentiator	GPR7 antag	M1 PAM parental	V1R ag counter	TAAR1 antagonist
Cc1ccc(C(=O)NC(=S)NNC(=O)c2ccccc2)cc1
    35*	15	82*	20*	-23	-5	-32	89*	102*
COc1cc(S(=O)(=O)NC2CCCCC2)c(C)cc1C
    1	-20	-1.8	0.7	-9	-14	19	-0.8	14
C=CCn1nc2ccccc2c1OC
    -8	-8	-0.9	0.9	5	/	7	0.5	-1
O=C(Nc1nc(COc2ccccc2)cs1)c1ccccc1F
    3	-12	-0.2	3.5	-6	-4	6	0.8	-16
CS(=O)(=O)N1CCc2cc(C(=O)Nc3ccccc3)ccc21
    -8	-9	1.1	4.5	-18	-3	6	1.3	9
CCOc1ccc(NC(=O)C2CCCN(S(=O)(=O)c3c(C)n[nH]c3C)C2)cc1 (stereo not drawn)
    1	-9	1.3	1.0	1	3	-2	1.0	-2
O=C(CC(Cc1ccccc1)C(=O)O)Nc1ccc(Cl)c(Cl)c1 (stereo not drawn)
    -2	-2	0.2	-0.3	2	-4	10	0.6	-2

# Screening results from PubChem.
